# From PubChem
# Texas Red fluor – compounds fluorescent in Texas Red spectral region. Compound fluorescence, Texas Red channel, 547/618 nm; active compounds read high. max dye-equivalent concentration, M. 0.06% of 59,000 active; in the data active = max dye-equivalent concentration above about 10 nM; inconclusive = between about 1.1 nM and that limit
#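 Spectral interference profiling: each compound concentration's relative fluorescence, read with a 547 nm excitation and 618 nm emission filter pair, was normalized to a per-plate Texas Red standard curve.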
# ERK AVP block – inhibitors of vasopressin-stimulated ERK signaling pathway. HEK293-V1b, vasopressin-stimulated pERK AlphaScreen. Potency, µM (titrated, usually from 57.5 µM), for inactives: top-dose activity, negative = inhibition, hits mostly inhibitors. 0.99% of 72,000 active; also: potency is read from the fitted curve at half-maximal effect; % is scaled to controls: 0 for no effect and ±100 for the full control effect; nearly all actives have a fitted effect of over 55% in size
#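 Overnight-seeded V1b-HEK293 cells in 1% FBS got compound, then vasopressin (25 nM final, 5 min, 37C), then lysis buffer. AlphaScreen detection of phospho-ERK; activity normalized to basal and full-stimulation controls.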
# GFP derepression – epigenetic GFP locus derepression in mouse cells; mouse C127i GFP locus derepression, cytometry, 30 h; Potency, µM (titrated, usually from 46.1 µM), for the others: at the highest dose GFP derepression (activation); 0.09% of 68,000 active; AID 597; also: % of control where 0% means no effect
#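 Murine C127i mammary cells carrying a silenced, stably integrated CMV-driven GFP reporter were treated with compound for 30 hours at 37 C. After PBS washes, GFP-positive cells were counted by laser-scanning microplate cytometry.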
# 4MU fluor – 4-MU region autofluorescence | 11% of 59,000 active | max dye-equivalent concentration, M | compound autofluorescence, 340/450 nm, 4-MU equivalents; active compounds read high | AID 589; in the data active = max dye-equivalent concentration above about 10 nM; inconclusive = mostly about 1.1 nM to 9.6 nM
#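 Compounds in 100 mM Tris, pH 8.0, incubated 15 min at room temperature, then fluorescence read at 340 nm excitation/450 nm emission. Signal converted to 4-MU dye-equivalent concentration using an on-plate six-point 4-MU standard curve.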
# Luciferase inh – inhibitors of firefly luciferase; P08659; purified firefly luciferase, luminescence, 8 min; Potency, µM (titrated, usually from 57.1 µM), without a hit: at the highest dose activity change, negative = inhibition, usual class: inhibitors; 2.2% of 72,000 active; AID 411; also: potency is read from the fitted curve at half-maximal effect; % is scaled to controls: 0 for no effect and ±100 for the full control effect; nearly all actives have a fitted effect of over 40% in size
# Target sequence (P08659 whole entry, looked up): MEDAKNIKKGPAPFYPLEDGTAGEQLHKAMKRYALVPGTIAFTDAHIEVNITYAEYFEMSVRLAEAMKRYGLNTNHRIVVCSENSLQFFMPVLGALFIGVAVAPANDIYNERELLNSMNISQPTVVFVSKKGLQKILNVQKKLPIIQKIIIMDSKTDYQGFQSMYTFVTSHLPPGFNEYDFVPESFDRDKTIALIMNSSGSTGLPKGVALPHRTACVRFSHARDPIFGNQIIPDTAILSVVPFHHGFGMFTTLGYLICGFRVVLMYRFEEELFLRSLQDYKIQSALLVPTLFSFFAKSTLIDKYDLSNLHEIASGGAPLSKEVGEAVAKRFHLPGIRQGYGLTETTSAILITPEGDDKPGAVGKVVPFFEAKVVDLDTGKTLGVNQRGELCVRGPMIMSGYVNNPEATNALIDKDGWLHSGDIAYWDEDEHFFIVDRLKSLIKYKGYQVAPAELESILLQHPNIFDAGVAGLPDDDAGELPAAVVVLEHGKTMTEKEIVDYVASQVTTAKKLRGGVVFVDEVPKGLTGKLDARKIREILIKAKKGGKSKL
#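 Luminescence read-out after 8 min at room temperature; enzyme reaction used luciferin plus 10 uM ATP (linear range) in imidazole buffer pH 7.2 with KCl, MgCl2, Tween 20 and BSA. Each sample was run as a titration.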
# CRE Fsk mod – alters forskolin-stimulated CRE reporter signaling in CHO cells; Potency, µM (titrated, usually from 38.2 µM), inactives show at the highest dose activity change, negative = inhibition, hits mostly activators; 2.5% of 71,000 active; CHO CRE-bla reporter (cAMP response element driving beta-lactamase), forskolin EC10, beta-lactamase ratio; AID 662; active = well fitted activation curve with a large enough effect in the signal ratio, with a control signal flat, not every such curve was filed as active; inconclusive = small, poorly fitted or top-dose-only effect, or effect the other way, or a change in a side signal; the % refers to the signal ratio; also: potency is read from the fitted curve at half-maximal effect; % of control where 0% means no effect
#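 Reporter-gene assay: CHO cells with beta-lactamase behind cAMP responsive elements, co-treated with compound and EC10 NKH 477 for 3 hours at 37 degrees Celsius. Activity came from the 460/530 nm CCF4 emission ratio.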
# HBB splice mod – alters splicing of the hemoglobin beta chain | 0.06% of 65,000 active | HBB splicing reporter cell assay, activation; EGFP reporter with mutant IVS2-654 intron; response scale: normalised to 500 nM splice-correcting PNA | AID 925 | Potency, µM (doses to about 46.1 µM), for the others: at the top dose activation, actives largely listed as activators; also: potency is read from the fitted curve at half-maximal effect; 0% is about no effect
#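 HeLa cells stably expressing EGFP interrupted by mutant beta-globin intron 2 (IVS2-654), 500/well in 2% FCS. Treated with compound for 2 days at 37C. Splicing correction scored as total well GFP intensity (488 nm excitation, 500-520 nm emission); 500 nM antisense PNA served as control.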
# Fluorescein autfl – fluorescein region autofluorescence. max fluorescein-equivalent concentration, M. 0.91% of 59,000 active. Compound autofluorescence, 480/540 nm, fluorescein-equivalent; active compounds read high; in the data active = max fluorescein-equivalent concentration above about 10 nM; inconclusive = between about 1.1 nM and that limit
#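 Spectral profiling of library compounds in the fluorescein window (480 nm excitation, 540 nm emission) after 15 min at room temperature in pH 8.0 Tris (100 mM). Values are dye-equivalent concentrations.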
# A350 fluor – compound fluoresces in the Alexa 350 spectral region; max dye-equivalent concentration, M; 11% of 59,000 active; Compound autofluorescence, 340/450 nm, Alexa 350 dye-equivalents; active compounds read high; AID 590; in the data active = max dye-equivalent concentration above about 10 nM; inconclusive = mostly about 1.1 nM to 9.6 nM
# Hsp90 Hop PPI – changes Hsp90-Hop TPR2A binding signal, up or down; 0.44% of 71,000 active; Potency, µM (titrated, usually from 57 µM), without a hit: at the top dose activity change, negative = inhibition; AID 595; AlphaScreen TPR2A-His6 binding biotin-Hsp90 C-terminal peptide; active = well fitted curve in either direction with a large enough effect; inconclusive = small, poorly fitted or top-dose-only effect, or another doubt; also: potency is read from the fitted curve at half-maximal effect; % is scaled to controls: 0 for no effect and ±100 for the full control effect; many of its hits are not listed in these tables
# UbGFP stabilizer – inhibits proteasome, raising ubiquitin-GFP reporter fluorescence; Ubiquitin-GFP reporter cells, proteasome inhibition, GFP fluorescence; response scale: untreated = 0%, 10 µM MG-132 = 100%; Potency, µM (highest dose often 45.9 µM), without a hit: at the highest dose activation (GFP accumulation), most hits filed as activators; 67,000 tested, under 10 active; AID 526; active = well fitted activation curve with a large enough effect, not every such curve was filed as active; inconclusive = small, poorly fitted or top-dose-only effect, or another doubt; inactive = no such curve, though single readings can be large or run the other way; also: potency is read from the fitted curve at half-maximal effect
#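 Proteasome blockade was scored as a rise in GFP-expressing U2OS cells carrying a ubiquitin(G76V)-GFP construct, imaged after 4 hr compound treatment at 37 °C across a 46 uM–2.9 nM series.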
# An asterisk follows results filed as active; i = inactive; ? = inconclusive; nt = not tested or not shown; [ ] = another dose, or the depositor's remark. Unless noted, calls follow the shape of the dose curve; as a rule, active = well fitted curve in the direction sought with a large enough effect; inconclusive = small, poorly fitted or top-dose-only effect, or another doubt; inactive = no such curve, though single readings can be large; an effect the other way counts as inactive or inconclusive. Not all compounds are listed; the hit share may differ from the screen's.
SMILES,Texas Red fluor,ERK AVP block,GFP derepression,4MU fluor,Luciferase inh,CRE Fsk mod,HBB splice mod,Fluorescein autfl,A350 fluor,Hsp90 Hop PPI,UbGFP stabilizer
C=CCn1c(COc2ccc(Cl)cc2)nnc1SCC(=O)N1CC(=O)Nc2ccccc21,i,-28.4%,7.1%,i,3.8%,-8.0%,-0.1%[57.5 µM],i,i,-3.1%,3.2%
Cc1csc2ncc(C(=O)NCc3ccccc3Cl)c(=O)n12,nt,nt,nt,nt,0.3%,?,-0.1%,nt,nt,5.7%,11.9%
CCOC(=O)Cc1nnc(NC(=O)c2ccccc2OC)s1,i,-9.7%,0.0%,i,-25.7%,?,1.5%[57.5 µM],i,i,-3.3%,-0.9%
Cc1nc2scc(-c3ccccc3)c2c(=O)o1,nt,17.1%,-3.7%,nt,-0.9%,?,-0.1%[9.22 µM],nt,nt,1.2%,19.5%
Cc1noc(C)c1C(=O)Nc1ccc2c(c1)CCC2,i,-0.3%,3.2%,i,-13.8%,5.5%,-1.7%,i,i,-2.2%,-0.8%
COCC(=O)NCCc1nc2ccccc2[nH]1,nt,nt,nt,nt,2.7%,-9.3%,0.3%,nt,nt,-2.3%,-7.1%
CCOC(=O)N1CCN(c2c(NCCN3CCCCC3CC)c(=O)c2=O)CC1 (stereo unspecified),nt,8.0%,nt,nt,3.0%,4.4%,1.1%,nt,nt,-1.8%[2.3 µM],-4.5%
c1cnc(N2CCN(c3ncnc4c3oc3ccccc34)CC2)nc1,i,-11.0%,1.6%,3.16e-08M*,-0.6%,?,-1.0%[57.5 µM],i,4.53e-08M*,-4.6%,-1.7%
Cc1ccc2nsnc2c1S(=O)(=O)NCc1cccnc1,i,-1.8%,0.0%,i,0.5%,1.1%,0.7%,i,i,-1.7%,-3.4%
COc1ccc(CCNc2oc(COc3ccccc3F)nc2C#N)cc1OC,i,?,1.2%,i,-1.5%,2.6%,nt,i,i,-23.5%,2.4%
CCN=C1SC(CC(=O)Nc2sc(C)c(C)c2C(=O)OC)C(=O)N1CC (stereo unspecified),i,13.1%,1.8%,i,-0.5%,?,-0.2%,i,i,-2.2%,6.3%
CN(Cc1cnn(C)c1)C(=O)c1cc2ccccc2oc1=O,?,3.4%,-0.5%,i,0.5%,?,-3.0%,i,i,-3.2%,?
COc1ccc(C2C(C(=O)NCCN(C)C)c3ccccc3C(=O)N2C)cc1OC (stereo unspecified),i,23.5%,-4.1%,i,5.6%,?,-0.3%,i,i,-2.1%,-8.7%
Cc1cccc(CCNC(=O)C2CCCN(S(=O)(=O)c3cnc[nH]3)C2)c1 (stereo unspecified),nt,-1.4%,0.0%,nt,2.0%,4.1%,-0.1%,nt,nt,-2.4%,-3.1%
Cc1cc(F)c(F)c(C(=O)N2CCN(C)CC2)c1Cl,nt,9.8%,0.6%,nt,-0.1%,-1.4%,-0.3%[9.22 µM],nt,nt,-1.9%,-9.6%
COc1ccc(OC)c(N=C(C)C2=C(O)COC2=O)c1,i,nt,4.8%[20.6 µM],i,-0.2%[25.5 µM],nt,nt,i,i,nt,nt
c1ccc(C2=Nn3c(nnc3-c3cccnc3)SC2)cc1,i,?,-2.6%,i,1.2%,?,-1.9%[57.5 µM],i,i,-3.2%,4.3%
CN(C)c1ccc(NC(=O)c2cc3c(=O)n4ccccc4nc3n2C)cc1,i,4.9%,2.4%,8.43e-08M*,-5.5%,10µM*,-2.0%,i,8.01e-08M*,-13.4%,0.0%
CN(C)C(CNC(=O)CN1C(=O)NC2(CCc3ccccc32)C1=O)c1ccco1 (stereo unspecified),?,12.1%,-2.5%,i,4.6%,?,-1.1%,?,i,-3.4%,-2.9%
COC(=O)c1[nH]c2cccc(Cl)c2c1NC(=O)CN1CCN(CCO)CC1,?,8.0%,-4.7%,i,1.5%,27.2%,3.9%,?,?,-0.7%,0.0%
O=C(NCc1ccc2c(c1)OCO2)C1CCC(CNc2c(N3CCCCC3)c(=O)c2=O)CC1 (stereo unspecified),nt,6.9%,nt,nt,0.2%,-4.1%,0.6%,nt,nt,-4.6%[2.3 µM],-2.9%
O=C(c1ccccc1F)N(Cc1ccc(F)cc1)C1CCS(=O)(=O)C1 (stereo unspecified),i,-15.4%,0.0%,1.52e-08M*,0.6%,9.5%,2.9%[0.369 µM],i,2.05e-08M*,-0.7%,nt
O=C1C(C=NCc2cccnc2)=C(O)c2ccccc21,nt,-6.1%,-1.6%,nt,10µM*,-7.1%[7.6 µM],-0.7%[0.0738 µM],nt,nt,-8.0%[11 µM],7.4%[9.17 µM]
CC(=O)Nc1ccc(C(=O)n2nc(C)cc2C)cc1,i,-12.8%,3.2%,i,1.1%,-2.2%,-0.9%,i,?,-2.3%,1.9%
N/C(=N\O)c1cn([C@@H]2O[C@@H](CO)[C@H](O)[C@@H]2O)c2ncnc(NO)c12,i,5.1%[11.5 µM],0.0%[9.22 µM],i,3.8%[11.4 µM],-11.6%[7.6 µM],-0.1%[9.22 µM],i,i,-6.3%[11 µM],2.3%[9.17 µM]
# The results go on:
SMILES,Texas Red fluor,ERK AVP block,GFP derepression,4MU fluor,Luciferase inh,CRE Fsk mod,HBB splice mod,Fluorescein autfl,A350 fluor,Hsp90 Hop PPI,UbGFP stabilizer
O=C(CSc1nnnn1-c1ccccc1Cl)Nc1ccc2c(c1)OCCO2,nt,nt,nt,nt,-9.1%,?,-0.9%,nt,nt,-2.1%,3.0%
CCOC(=O)C1CCN(C(=O)CN(c2ccc(OC)c(OC)c2)S(=O)(=O)c2ccccc2)CC1,nt,9.2%,-2.2%,nt,1.8%,1.2%,0.2%[9.22 µM],nt,nt,-3.0%,-4.6%
NS(=O)(=O)c1ccc(CCNC(=O)c2ccccc2F)cc1,i,-4.5%,0.0%,i,5.7%,?,-0.7%,?,i,-2.7%,-4.3%
CC(C)C12CN3CC(C(C)C)(CN(C1)C3c1ccccc1O)C2=O (stereo unspecified),nt,6.3%,0.4%,nt,1.2%,?,0.5%[0.0738 µM],nt,nt,-1.0%[11 µM],18.2%[9.17 µM]
O=c1c2c([nH]c3ccc(Br)cc13)CCCC2,?,-4.6%,1.3%,i,-1.7%,-2.2%,-1.2%,?,?,-4.0%,4.3%
CC(C)Cc1cc(C(=O)NCCCN2CCOCC2)no1,nt,-10.2%,nt,nt,-4.2%,4.3%,0.5%,nt,nt,-2.7%[2.3 µM],0.5%
COc1ccccc1N1CCN(CC(=O)c2c(C)[nH]c3cc(C)ccc23)CC1,?,14.8%,0.0%,i,0.8%,?,5.1%[1.84 µM],?,i,-4.1%,-0.7%
COc1ccc(NC2CS(=O)(=O)CC2OC(=O)c2ccc(F)cc2)cc1 (stereo unspecified),i,-2.5%,-1.2%,i,1.2%,-4.0%,nt,i,i,-5.1%,2.2%
O=C(Cc1ccccn1)Nc1ccccc1,i,-6.5%,-2.5%,i,-0.9%,-12.5%,1.1%,?,i,-2.5%,-2.0%
O=C(CN1C(=O)c2cccc3cccc1c23)NCc1ccc2c(c1)OCO2,i,10.1%,0.0%,6.61e-08M*,1.5%,-1.9%,2.3%,i,7.24e-08M*,1.3%,-2.5%
Cc1ccc(-c2nc(NC(=O)CSc3nnc4scc(-c5ccccc5)n34)ns2)cc1,nt,-3.9%,nt,nt,5.1%,?,-0.9%,nt,nt,?,1.6%
COc1ccc(-c2nc3cnc(N4CCOCC4)nc3n(Cc3cccs3)c2=O)cc1,i,-27.8%,-4.9%[9.22 µM],?,0.1%[11.4 µM],0.501µM*,0.4%,?,?,-6.9%,10.1%
CCSC(C)CC1C/C(=N/O)c2c(CC)noc2C1 (stereo unspecified),nt,-14.3%,-2.2%,nt,-0.3%,?,0.2%[9.22 µM],nt,nt,-1.6%,8.3%
COc1ccc2c(c1)Sc1ccccc1N2CCN(C)C,i,?,-0.3%,i,-5.4%,-4.6%,nt,i,i,?,2.6%
COc1ccc(C)cc1NCc1cccc(OC)c1OC,i,?,1.6%,i,1.3%,-1.2%,-0.3%,i,i,-14.3%,-5.1%
